# Bioassay records from PubChem.
# hIAP activ: human IAP activators, primary screen, biochemical, luminescence, uHTS; purified human IAP, CDP-Star luminescence, 30 min; active compounds read high; 1 = vehicle-only enzyme, 0 = enzyme-free background; activation factor at 10 µM; 330,000 compounds, 0.16% hits; AID 2524, 2010;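 active = activation factor of the enzyme at least 2-fold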; note: the source names both 10 and 20 µM as test concentration; values of inactives mirror those of a sister screen read the other way
# A3G deaminase: APOBEC3G DNA deaminase inhibitors, primary screen, biochemical, fluorescence, single-stranded DNA substrate, uHTS | AID 493012, 2011 | inhibition, % at 20 µM | recombinant A3G, ssDNA deamination FAM/TAMRA fluorescence | DNA dC->dU-editing enzyme APOBEC-3G (Homo sapiens), Q9HC16 | 330,000 compounds, 0.28% hits;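 active = inhibition of at least 40% at 20 µM, with no more than 30% in the related APOBEC3A deaminase screen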;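 note: plate controls were DMSO wells with A3G for no effect and wells lacking A3G enzyme for full effect; some compounds called inactive have numbers as strong as hits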
# Target sequence (Q9HC16 whole entry, looked up): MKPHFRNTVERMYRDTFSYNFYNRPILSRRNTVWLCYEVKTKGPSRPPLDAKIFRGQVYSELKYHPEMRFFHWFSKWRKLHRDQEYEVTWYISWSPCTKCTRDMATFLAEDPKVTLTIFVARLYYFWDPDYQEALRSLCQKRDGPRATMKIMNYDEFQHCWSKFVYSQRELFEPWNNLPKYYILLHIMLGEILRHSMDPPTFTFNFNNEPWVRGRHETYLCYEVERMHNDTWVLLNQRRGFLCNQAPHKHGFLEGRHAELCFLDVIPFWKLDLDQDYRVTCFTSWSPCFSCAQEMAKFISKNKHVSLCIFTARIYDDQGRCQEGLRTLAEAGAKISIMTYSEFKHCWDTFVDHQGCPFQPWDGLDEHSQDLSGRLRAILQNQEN
# MPTP inh: mitochondrial permeability transition pore inhibitors, primary screen, biochemical, isolated mouse mitochondria, absorbance; Ca2+ swelling absorbance, 30 min; inhibition, % at 10 µM; 360,000 compounds, 1.4% hits; AID 602449, 2012;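 active = inhibition of 50% or more, scaled per plate between neutral and stimulator controls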;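 note: 0% = DMSO wells given calcium and 100% = 1 mM EGTA wells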
# mIAP activ: activators of mouse IAP, primary screen, biochemical, luminescence, uHTS | 330,000 compounds, 0.24% hits | muIAP, CDP-Star luminescence, 30 min; active compounds read high; 1 = vehicle-only enzyme signal, 0 = enzyme-free wells | activation factor at 10 µM;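 active = activation factor of at least 2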; note: the source names both 10 and 20 µM as test concentration; values of inactives mirror those of a sister screen read the other way
#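 also added = chemiluminescent substrate CDP-Star | test system = mouse IAP enzyme | signal = chemiluminescence readout | compound = DMSO-dissolved test compounds | incubation = 30 min at room temperature | benchmarks = DMSO wells, no-enzyme wells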
# mIAP inh: inhibitors of mouse IAP, primary screen, biochemical, luminescence, uHTS | inhibition, % at 10 µM | 330,000 compounds, 0.2% hits | purified mouse IAP, CDP-Star luminescence, 30 min;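 active = inhibition of at least 40% at 10 µM in the primary screen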;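 note: plate controls were DMSO with enzyme for no effect and no enzyme wells for full effect; values of inactives mirror those of a sister screen read the other way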
# A3A deaminase: APOBEC3A ssDNA deaminase inhibitors, primary screen, selectivity assay for APOBEC3G inhibitor project, biochemical, FAM/TAMRA oligo cleavage fluorescence; 330,000 compounds, 0.41% hits; DNA dC->dU-editing enzyme APOBEC-3A (Homo sapiens), P31941; inhibition, % at 20 µM; AID 493011, 2011; recombinant A3A, FAM/TAMRA ssDNA deamination fluorescence;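 active = at least 40% inhibition at 20 µM here, with at most 30% in a related deaminase screen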;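 note: plate controls were A3A with DMSO for no effect and wells lacking A3A enzyme for full effect; some results filed as inactive read as strong as hits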
# Target sequence (P31941 whole entry, looked up): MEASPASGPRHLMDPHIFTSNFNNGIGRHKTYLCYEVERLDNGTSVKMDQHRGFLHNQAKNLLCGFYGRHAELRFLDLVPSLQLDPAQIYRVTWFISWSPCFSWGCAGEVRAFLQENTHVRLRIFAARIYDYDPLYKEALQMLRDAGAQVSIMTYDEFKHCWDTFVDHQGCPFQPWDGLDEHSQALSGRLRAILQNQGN
# ATG4B inh: ATG4B protease inhibitors, primary screen, biochemical, fluorescence, uHTS; ATG4B cleavage of LC3-PLA2, NBD-HPC fluorescence, 1 h; AID 504462, 2011; inhibition, % at 8.33 µM; 340,000 compounds, 0.51% hits; Cysteine protease ATG4B (Homo sapiens), Q9Y4P1; in the data active = inhibition above about 40%
# Target sequence (Q9Y4P1 whole entry, looked up): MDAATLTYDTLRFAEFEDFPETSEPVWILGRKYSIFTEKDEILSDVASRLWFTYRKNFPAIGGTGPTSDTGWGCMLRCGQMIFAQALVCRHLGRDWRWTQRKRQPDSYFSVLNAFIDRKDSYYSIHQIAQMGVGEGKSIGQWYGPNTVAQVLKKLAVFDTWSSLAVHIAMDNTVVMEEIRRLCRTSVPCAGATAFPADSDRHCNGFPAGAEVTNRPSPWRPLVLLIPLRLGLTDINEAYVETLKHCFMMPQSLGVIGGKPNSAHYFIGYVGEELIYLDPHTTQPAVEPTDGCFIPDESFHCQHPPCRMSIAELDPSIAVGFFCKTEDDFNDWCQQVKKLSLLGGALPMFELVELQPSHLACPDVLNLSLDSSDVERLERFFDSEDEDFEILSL
# hIAP block: human IAP inhibitors, primary screen, biochemical, luminescence, uHTS. inhibition, % at 10 µM. 330,000 compounds, 0.12% hits. purified IAP, CDP-Star luminescence, 30 min. Intestinal-type alkaline phosphatase (Homo sapiens), P09923;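 active = inhibition reaching a set limit with compound at 10 µM in the primary screen, cut at about 35% in these data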;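 note: plate controls were DMSO wells with enzyme for no effect and no-enzyme buffer wells for full effect; values of inactives mirror those of a sister screen read the other way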
# beta cell repl: inducers of MIN6 beta-cell proliferation, primary screen, ATP luminescence, uHTS; MIN6 cells proliferation, ATPlite luminescence, 48 h; cells starved in 0.2% serum; 100% = growth in 10% serum; proliferation, % at 10 µM; 330,000 compounds, 0.29% hits; AID 2380, 2010;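 active = compounds whose signal lies at least 3.5 SD above the mean of all wells on their plate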;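 note: 0% = DMSO-treated cells in low-serum medium and 100% = 10% serum control; some compounds called inactive have numbers as strong as hits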
# * hit, by the source's call.
# Fields – hIAP activ	A3G deaminase	MPTP inh	mIAP activ	mIAP inh	A3A deaminase	ATG4B inh	hIAP block	beta cell repl
- Cc1cccn2c(=O)cc(COC(=O)C(C)Oc3ccccc3)nc12 (centres undefined)
    0.95	-7	-0.8	1.1	-9	-1	0	5	3
- COc1ccc(N2CCCn3c2nc2c3c(=O)n(Cc3ccccc3F)c(=O)n2C)c(OC)c1
    0.93	-3	0.4	1.1	-5	1	-11	7	-1
- CC(O)CNCCCCOc1ccc(OCc2ccccc2)cc1 (centres undefined)
    1.1	-6	-0.2	1.1	-7	1	5	-14	-3
- CC(C)(C)c1ccc(C(=O)OCCNC(=O)c2c(Cl)nc3ccccn23)cc1
    1	-6	0.8	0.96	4	-2	-5	-2	-3
- COc1cc(C)nc(N(C)S(=O)(=O)c2ccccc2Cl)n1
    0.86	-2	-1.3	1	-5	-1	-8	14	5
- O=C1OC(NC(=O)c2ccccc2)C(N2CCOCC2)=C1Cl (centres undefined)
    1.2	-8	0.7	0.98	2	-1	-10	-16	-2
- COc1ccc(NC(=O)CN(C)C(=O)c2cccc(S(=O)(=O)N3CCN(Cc4ccccc4)CC3)c2)cc1
    1	-3	5.3	0.99	1	0	-10	-1	-5
- Cc1ccc(C)c(OCC(=O)Nc2nc3ccc([N+](=O)[O-])cc3s2)c1C
    1	-4	76*	0.83	17	1	-4	0	-6
- COc1ccc(/C=C2\SC(=S)N(Cc3cccnc3)C2=O)cc1C
    0.76	-5	-0.5	0.82	18	-1	10	24	-5
- Cc1ccc(S(=O)(=O)N2CCN(C(=O)COC(=O)Cc3ccc(F)cc3)CC2)c(C)c1
    1	-8	-1.4	0.98	2	-6	-1	0	1
- CCOC(=O)Nc1sc(NS(=O)(=O)c2ccc(C)cc2)nc1C
    1.2	-6	-0.8	0.91	9	-3	-8	-19	-3
- COC(=O)c1ccc(NC(=O)CSc2nnc(C3CC3)n2C)cc1
    0.9	-9	-0.8	0.97	3	-4	-1	10	-2
- CCOc1ccc(N2C(=O)CC(NCCc3ccc(S(N)(=O)=O)cc3)C2=O)cc1 (centres undefined)
    1.1	2	-2.3	0.95	5	-6	-1	-13	-3
- CC(CCc1ccccc1)NC(=O)C1CCCN(C(=O)c2cc3sccc3n2C)C1 (centres undefined)
    1.4	-1	0.2	1.3	-30	-1	-8	-43	-3
- CCNC(=O)/C(=C/c1ccco1)NC(=O)/C=C/c1ccccc1
    1.2	-11	-0.3	1	0	-2	3	-23	0
- COc1ccc(/C(C)=N/NC(=O)CNC(=O)c2cccnc2)cc1
    0.95	-2	-0.4	1	-3	2	-4	5	-4
- COCc1cc(C)n(CC(=O)Nc2c(C)cccc2C)c(=O)c1C#N
    0.84	-8	0.5	0.88	12	-4	-5	16	-2
- C#CCOc1c(Cl)cc(/C=N/NC(N)=S)cc1OCC
    0.92	-4	2.0	0.94	6	-4	0	8	-2
- COc1ccc(OC)c(C(=O)N/N=C/c2ccccn2)c1
    1.2	-10	-0.1	0.99	1	-4	-2	-16	0
- CCOC(=O)[C@@H]1[C@H]2COc3cc(OC)ccc3[C@@H]2N2C(=O)N(c3ccc(C(F)(F)F)cc3)C(=O)[C@@]12C
    1.1	-1	0.7	0.96	4	3	-8	-9	-5
- COc1ccc(CCN2CC(C(=O)NCCc3ccccn3)CCC2=O)cc1 (centres undefined)
    1.1	-6	-0.8	1	-5	-1	-4	-14	-3
- CN(C)C(=O)c1ccc(NC(=O)CN2C(=O)NC3(CCCc4ccccc43)C2=O)cc1 (centres undefined)
    0.96	3	-0.4	1.1	-8	0	4	4	-2
- CC(Oc1ccccc1)C(=O)N1CCN=C1SCc1ccccc1F (centres undefined)
    0.9	6	-0.2	0.95	5	5	-5	10	-3
- CC(C)(C)c1nnc(NC(=O)c2cccnc2Cl)s1
    0.79	-9	0.3	0.92	8	-4	3	21	-3
- C[C@H](CCC(=O)NCC(=O)O)[C@H]1CC[C@H]2C3[C@H](O)C[C@@H]4C[C@H](O)CC[C@]4(C)[C@H]3C[C@H](O)[C@]12C (some centres undefined)
    1	2	-0.3	1.1	-8	1	-2	0	-2
- CCc1cccc(N(C)C(N)=Nc2cccc3ccccc23)c1
    1	0	-0.4	1	-1	1	-6	0	-6
- Cc1ccc(CCNC(=O)c2cccc(NC3=NC4CS(=O)(=O)CC4S3)c2)cc1 (centres undefined)
    1	5	0.5	1	-2	2	-9	0	-3
- CCc1nnc(NC(=O)C2CCN(C(=O)c3ccco3)CC2)s1
    0.85	-2	-1.2	0.97	3	-1	2	15	0
- O=C(O)c1cccn1Cc1ccccc1F
    0.95	-7	-1.9	0.94	6	-4	1	5	-3
- COc1ccccc1OCCNC(=O)CN(c1cccc(C)c1)S(=O)(=O)c1ccccc1
    1	3	-1.6	1.1	-14	6	-8	-1	0
- Cc1ccnc(SCC(=O)Nc2oc(-c3ccccc3)c(-c3ccccc3)c2C#N)n1
    1.3	2	-0.7	0.91	9	-5	6	-29	-4
- CO/N=C(\N)c1nonc1N
    1	-7	4.3	1	0	-1	-5	-4	-4
- Cc1cc(Cl)ccc1OCC(=O)N/N=C/c1ccncc1
    1	-1	0.3	1.1	-14	2	-6	0	-2
- COc1cccc(C=Nc2ccccc2C(=O)Nc2ccccc2)c1O
    1.1	-2	0.1	1.1	-5	5	2	-11	-1
- CC(=O)c1ccc(-n2nnnc2SCC(=O)Nc2sc(C)c(C)c2C#N)cc1
    0.91	-4	9.7	0.82	18	0	-2	9	0
- O=C(C1=C[C@@H](c2ccccc2)C[C@@H](OCc2ccc(CO)cc2)O1)N1CCN(Cc2ccc3c(c2)OCO3)CC1
    0.97	-3	-1.0	1.1	-6	-1	14	2	-6
- COc1ccc(Cl)cc1NC(=O)C(=O)N/N=C/c1cc(C)n(-c2ccc(C)cc2)c1C
    1.1	-3	0.3	0.92	8	-4	1	-6	-3
- CCCS(=O)(=O)N1CCN(C(=O)c2cc(OC)cc(OC)c2)CC1
    1.1	-4	-0.5	1	-5	0	7	-11	-2
- COc1ccc(Cc2nnc(SCC(=O)NC3CCCCC3)n2C)cc1
    1.1	20	-0.6	0.98	2	36	-1	-14	1
- O=C(Nc1cc(S(=O)(=O)N2CCOCC2)ccc1N1CCOCC1)c1ccccc1[N+](=O)[O-]
    0.94	-7	-0.4	1	-1	-3	6	6	1

# Part of the list above in order of molar mass, ascending.
# Fields – hIAP activ	A3G deaminase	MPTP inh	mIAP activ	mIAP inh	A3A deaminase	ATG4B inh	hIAP block	beta cell repl
- COc1ccc(/C(C)=N/NC(=O)CNC(=O)c2cccnc2)cc1
    0.95	-2	-0.4	1	-3	2	-4	5	-4
- Cc1cccn2c(=O)cc(COC(=O)C(C)Oc3ccccc3)nc12 (centres undefined)
    0.95	-7	-0.8	1.1	-9	-1	0	5	3
- CCCS(=O)(=O)N1CCN(C(=O)c2cc(OC)cc(OC)c2)CC1
    1.1	-4	-0.5	1	-5	0	7	-11	-2

# (continued)
# Fields – hIAP activ	A3G deaminase	MPTP inh	mIAP activ	mIAP inh	A3A deaminase	ATG4B inh	hIAP block	beta cell repl
- CC1=C(C(=O)NC2CCCc3c2cnn3-c2cc(F)cc(F)c2)OCCO1 (centres undefined)
    1.2	-6	-1.7	0.94	6	-1	1	-17	-2
- Cc1ccccc1-n1c(O)c(C=NC2CCS(=O)(=O)C2)c2ccccc2c1=O (centres undefined)
    0.85	-3	0.4	0.93	8	0	-4	15	-3
- CC1CCCC(C(=O)O)N1C(=O)CCS (centres undefined)
    1	-1	0.4	0.93	7	1	13	-2	-1
- CCC1CCCCN1CCCNC(=O)c1cc2c(=O)[nH]c3ccccc3c2n1C (centres undefined)
    0.88	-14	-4.2	1	-2	4	-7	12	2
- O=C(Nc1ccc2c(c1)CCC2)c1cccs1
    1	-6	1.5	1	-1	-2	-2	-3	-3
- O=C(c1ccc2c(c1)[nH]c(=S)n1c3ccccc3nc21)N1CCN(c2cccc(Cl)c2)CC1
    0.94	-8	-0.3	0.99	1	0	1	6	-5
- CC1(C)CC(=O)C2=C(C1)N(c1ccc(F)cc1)C(=O)CC2c1ccsc1 (centres undefined)
    0.94	-7	-0.5	0.95	5	-5	-8	6	4
- COc1ccc(NC(=O)CN2CCCC2)cc1
    1.1	-5	0.2	1.1	-10	-8	-2	-7	0
- CN(CCOC(=O)C1c2ccccc2Oc2ccccc21)C(C)(C)C
    0.97	-1	2.0	1	-1	0	-9	3	0
- O=C(Nc1ccc2c(c1)OCO2)c1cc(-c2ccc(O)cc2)on1
    0.88	3	-1.6	0.99	1	3	9	12	-4
- CC(C)=CCCC1=CCC2C(=O)NNC(=O)C2C1 (centres undefined)
    0.98	-7	0.3	0.97	3	58*	-7	2	-3
- COc1ccc2[nH]cc(C(=O)CN3CCCC(C)(C)C3)c2c1
    0.99	-2	-1.2	1.1	-6	4	5	1	-2
- CC(NC(=O)CN1C(=O)NC(C)(c2cccc3ccccc23)C1=O)c1ccccc1 (centres undefined)
    0.98	-10	-0.5	0.95	5	-4	0	2	-3
- CCCCNc1c(C(=O)OCC)c(C)nc2c1cnn2CC
    0.88	-9	1.5	0.99	1	-3	-5	12	7
- CC1(C)C(=O)C2(CCCCC2)C(=O)OC1c1cccs1 (centres undefined)
    1.2	0	1.0	1.1	-9	2	-5	-16	-1

# Of the compounds above, 7 have fluorine.
# Fields – hIAP activ	A3G deaminase	MPTP inh	mIAP activ	mIAP inh	A3A deaminase	ATG4B inh	hIAP block	beta cell repl
- COc1ccc(N2CCCn3c2nc2c3c(=O)n(Cc3ccccc3F)c(=O)n2C)c(OC)c1
    0.93	-3	0.4	1.1	-5	1	-11	7	-1
- Cc1ccc(S(=O)(=O)N2CCN(C(=O)COC(=O)Cc3ccc(F)cc3)CC2)c(C)c1
    1	-8	-1.4	0.98	2	-6	-1	0	1
- CCOC(=O)[C@@H]1[C@H]2COc3cc(OC)ccc3[C@@H]2N2C(=O)N(c3ccc(C(F)(F)F)cc3)C(=O)[C@@]12C
    1.1	-1	0.7	0.96	4	3	-8	-9	-5
- CC(Oc1ccccc1)C(=O)N1CCN=C1SCc1ccccc1F (centres undefined)
    0.9	6	-0.2	0.95	5	5	-5	10	-3
- O=C(O)c1cccn1Cc1ccccc1F
    0.95	-7	-1.9	0.94	6	-4	1	5	-3
- CC1=C(C(=O)NC2CCCc3c2cnn3-c2cc(F)cc(F)c2)OCCO1 (centres undefined)
    1.2	-6	-1.7	0.94	6	-1	1	-17	-2
- CC1(C)CC(=O)C2=C(C1)N(c1ccc(F)cc1)C(=O)CC2c1ccsc1 (centres undefined)
    0.94	-7	-0.5	0.95	5	-5	-8	6	4
